Screening data deposited in PubChem by National Center for Advancing Translational Sciences (NCATS).
Mito fusion yeast: mitochondrial division inhibition or fusion activation; S. cerevisiae fusion-defective mutant growth rescue, CellTiterGlo 48 h; Potency, µM (top dose mostly 46.1 µM), for inactives: top-dose growth rescue (activation), hits mostly activators; 0.23% of 320,000 active;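 note: potency is the fitted concentration of half-maximal effect; % of control where 0% means no effect; nearly all actives have a fitted effect of over 45% in size; temperature-sensitive fusion mutants such as fzo1-1 at 37 °C on non-fermentable ethanol glycerol medium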
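Temperature-sensitive fusion-defective S. cerevisiae (e.g. fzo1-1, mgm1-5) were grown with compound in YPEG medium (3% ethanol, 3% glycerol) for 48 hours at 37C. Growth rescue was measured as viability by CellTiterGlo luminescence after 10 minutes at ambient.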
Menin-MLL TR inh: displaces Texas Red mutant MLL peptide from human menin; Potency, µM (doses to about 61.6 µM), inactives show at the top dose FP activity change, negative = inhibition, most hits filed as inhibitors; 0.23% of 270,000 active; AID 1768; Menin + Texas Red MLL mutant peptide, fluorescence polarization; O00255; active = well fitted inhibition curve with a large enough effect in the polarisation, with a control signal flat, not every such curve was filed as active; inconclusive = small, poorly fitted or top-dose-only effect, or effect the other way, or a change in a side signal; inactive = no such curve, though single readings can be large or run the other way; the % refers to the polarisation; note: potency is the fitted concentration of half-maximal effect; % of control where 0% means no effect; many of its hits are not listed in these tables
MBNL1 CUG block: blocks human MBNL1 binding to CUG repeat RNA. Q9NR56. TR-FRET MBNL1-His/biotin-(CUG)12 binding, 665/545 ratio. Potency, µM (titrated, usually from 57.5 µM), for inactives: at the top dose activity change, negative = inhibition, hits mostly inhibitors. 0.036% of 280,000 active; active = well fitted inhibition curve with a large enough effect in the signal ratio, with a control signal flat, not every such curve was filed as active; inconclusive = small, poorly fitted or top-dose-only effect, or effect the other way, or a change in a side signal; inactive = no such curve, though single readings can be large or run the other way; the % refers to the signal ratio; note: potency is the fitted concentration of half-maximal effect; % is set by controls: 0 for no effect and ±100 for the full control effect
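Inhibition of protein-RNA binding appears as loss of TR-FRET between terbium anti-His antibody on MBNL1-His and streptavidin-XL665 on biotin-(CUG)12. Activity is normalized to buffer-only and uninhibited-complex controls.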
hERG WT inh: KCNH2 (human, wildtype) channel inhibition; activity change, % at 1.84 µM; AID 720551; 0.37% of 340,000 active; U2OS, BacMam KCNH2, thallium flux FluxOr; hits give low values;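 active = maximum activity change below -70%; inconclusive = maximum activity change between -70% and -50%; inactive = maximum activity change above -50%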; note: % is set by controls: 0 for no effect and ±100 for the full control effect
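U2OS cells were transduced with wild-type KCNH2 virus (2.03 x 10^8 / mL) for 4 h at room temperature, then cultured overnight at 37 C. Thallium flux was read with FluxOr dye. Rate constants were normalized to DMSO controls.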
TSHR antag: blocks TSH signaling through the human TSH receptor. TSHR-expressing cells, TSH-stimulated cAMP HTRF, 2 h; hits give low values. P16473. activity change, negative = inhibition, % at 11.5 µM. 0.2% of 330,000 active;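 active = activity change below a set negative limit, meaning inhibition stronger than a set level, cut at about -70% in these data; inconclusive = activity change between two set negative limits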; note: % is set by controls: 0 for no effect and ±100 for the full control effect
Target sequence (P16473 whole entry, looked up): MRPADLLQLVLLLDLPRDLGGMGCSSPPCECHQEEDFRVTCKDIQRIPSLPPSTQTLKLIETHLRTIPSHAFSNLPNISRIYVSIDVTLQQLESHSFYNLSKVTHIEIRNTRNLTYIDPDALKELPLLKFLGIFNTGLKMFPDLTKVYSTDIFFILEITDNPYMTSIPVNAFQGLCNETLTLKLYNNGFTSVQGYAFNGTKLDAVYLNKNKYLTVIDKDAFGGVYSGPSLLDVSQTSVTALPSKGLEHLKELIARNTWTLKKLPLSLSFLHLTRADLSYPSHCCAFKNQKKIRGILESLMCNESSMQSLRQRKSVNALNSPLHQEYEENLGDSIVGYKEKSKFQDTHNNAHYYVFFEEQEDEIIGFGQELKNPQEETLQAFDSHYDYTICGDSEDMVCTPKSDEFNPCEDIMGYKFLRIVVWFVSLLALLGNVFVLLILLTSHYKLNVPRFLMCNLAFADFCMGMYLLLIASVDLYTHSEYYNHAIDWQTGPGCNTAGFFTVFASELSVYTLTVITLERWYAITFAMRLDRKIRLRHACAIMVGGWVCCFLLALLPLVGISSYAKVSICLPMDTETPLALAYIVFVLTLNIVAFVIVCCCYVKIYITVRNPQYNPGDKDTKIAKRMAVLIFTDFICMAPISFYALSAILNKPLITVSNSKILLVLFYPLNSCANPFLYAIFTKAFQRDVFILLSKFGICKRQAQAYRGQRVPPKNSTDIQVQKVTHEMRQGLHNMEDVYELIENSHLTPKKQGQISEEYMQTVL
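Read-out is FRET at 665 nm (cryptate excitation 337 nm) from a cryptate-tagged anti-cAMP antibody, competed by cell cAMP against cAMP-d2. Compounds are tested on freshly harvested TSHR cells challenged with 4nM TSH (EC80) for 2 hours at 37 deg C.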
S-ASM inh: blocks human secretory acid sphingomyelinase. Potency, µM (doses to about 57.5 µM), for the others: top-dose activity change, negative = inhibition, usual class: inhibitors. 0.006% of 340,000 active. placental ASM, HMU-PC fluorogenic substrate, 60 min; note: potency is the fitted concentration of half-maximal effect
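HMU-PC0 cleavage (9 uM final) by human placental ASM, 60 min at 37 °C following 10 min compound exposure at RT; stopped at pH 10, fluorescence Ex 386/Em 447 nm.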
PKM2 activator: PKM2 (human) enzyme activation | P14618 | purified PKM2, Kinase-Glo ATP luminescence, activation; response scale: 0% is enzyme alone, no compound | Potency, µM (series often up to 57.5 µM), without a hit: top-dose activation, most hits filed as activators | 0.34% of 260,000 active | AID 1631; note: potency is the fitted concentration of half-maximal effect; % is set by controls: 0 for no effect and ±100 for the full control effect; nearly all actives have a fitted effect of over 55% in size
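Purified hPK-M2 (>95%) run at intermediate activity with 0.1 mM ADP and 0.5 mM PEP in 50 mM imidazole pH 7.2, KCl, MgCl2; 1 h room temperature. ATP formed read by Kinase-Glo luminescence; normalized to uninhibited and no-enzyme controls.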
Eya2 inh: inhibitors of human Eya2 phosphatase activity; 0.006% of 330,000 active; recombinant Eya2, OMFP fluorescence dephosphorylation (OMFP is methylfluorescein phosphate); Potency, µM (highest dose often 76.9 µM), for the others: top-dose activity, negative = inhibition, hits mostly inhibitors; note: potency is the fitted concentration of half-maximal effect; % is set by controls: 0 for no effect and ±100 for the full control effect
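Eya2 protein (added as 0.2 uM solution) was preincubated with compound for 10 min at ambient temperature in 50 mM HEPES pH 7.5, 50 mM NaCl, 5 uM MgCl2, 0.05% BSA, 1 mM DTT. OMFP (added at 50 uM) then reacted 10 min; fluorescence read at 485/525 nm.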
Chronic BCR inh: blocks chronic active B-cell receptor signaling. Potency, µM (titrated, usually from 46.1 µM), inactives show top-dose ratio change, negative = lower green/red ratio, actives largely listed as inhibitors. 0.05% of 340,000 active. ABC-DLBCL IkBa-CBG/CBR reporter, luminescence ratio, 4 h. AID 493014; active = well fitted inhibition curve with a large enough effect in the signal ratio, with a control signal flat, not every such curve was filed as active; inconclusive = small, poorly fitted or top-dose-only effect, or effect the other way, or a change in a side signal; the % refers to the signal ratio;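 note: potency is the fitted concentration of half-maximal effect; plate controls were basal doxycycline-induced cells for no effect and cells given 10 µM MG132 for full effect; MG132 reads +100%, hits lower the ratio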
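Cell line TMD8 (human ABC DLBCL), stably expressing tet-inducible CBG68-IkBa fusion and CBR; IMDM/0.5% FBS; cpd up to 46 uM; dox induction, 4 h, 37C/5% CO2; dual luminescence; green/red ratio; MG132 control.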
USP2a block: blocks human ubiquitin-specific protease USP2a; O75604; USP2 core, Ub-CHOP2 coupled fluorogenic reporter, 485/531; Potency, µM (series often up to 38.3 µM), without a hit: top-dose activity change, negative = inhibition, most hits filed as inhibitors; 0.01% of 330,000 active; AID 463254;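 note: potency is the fitted concentration of half-maximal effect; plate controls were DMSO wells for no effect and full inhibition by NEM control for full effect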
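Deubiquitinase activity read as fluorescence (485/531 nm) after Ub-CHOP2 cleavage activates the enterokinase reporter on its substrate; USP2 core 10nM, Ub-CHOP2 and substrate 25nM each, 30min compound preincubation then 60min RT; data normalized to NEM, curves fitted.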
GALK inh: galactokinase (human) inhibition. Purified GALK, Kinase-Glo residual ATP luminescence. Potency, µM (top dose mostly 57.5 µM), inactives show at the highest dose activity change, negative = inhibition, most hits filed as inhibitors. 0.007% of 270,000 active; note: potency is the fitted concentration of half-maximal effect; % is set by controls: 0 for no effect and ±100 for the full control effect
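GALK at 5 nM final was combined with compound, 35 uM ATP and 100 uM galactose in HEPES pH8.0 with MgCl2 and DTT. The reaction ran one hour at room temperature before luminescent ATP detection.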
* hit, by the source's call; ? = inconclusive; / = not tested or not shown; & = joins results of further samples; [ ] = dose if it differs, or a comment. Unless noted, calls come from the whole dose curve; as a rule, active = well fitted curve in the direction sought with a large enough effect; inconclusive = small, poorly fitted or top-dose-only effect, or another doubt; inactive = no such curve, though single readings can be large; an effect the other way counts as inactive or inconclusive. These rows are one share of the data, so the mix of outcomes need not match the whole.

SMILES	Mito fusion yeast	Menin-MLL TR inh	MBNL1 CUG block	hERG WT inh	TSHR antag	S-ASM inh	PKM2 activator	Eya2 inh	Chronic BCR inh	USP2a block	GALK inh
Cn1c(SCC(=O)NCC2CCCO2)ncc(C(=O)Nc2ccc(F)cc2)c1=O (stereo not drawn)	-7%	/	/	10	-10	-2%	/	-2%	-11%	-2%	/
COc1ccc(/C=C/C(=O)Nc2ccccc2C(F)(F)F)cc1	3%	-21%	-2%	2	4	1%	-6%	0%	?	3%	0%
O=C(c1cc(COc2ccc(F)cc2Cl)on1)N(CCO)Cc1cccs1	1%	/	1%	-13	-4	-2%	/	-8%	?	-6%	-10%
Cc1ccc2cc(C#N)c(SCC(=O)N3CCCc4ccccc43)nc2c1	2%	-1%	/	-1	7	1%	-7%	3%	2%	8%	0%
Clc1ccc(-c2noc3c2-c2nc(Cc4cccc5ccccc45)sc2CC3)cc1	-6%	/	/	-13	-9	-1%	/	7%	-10%	0%	/
CCCCn1c(=N)n(CC(=O)C(C)(C)C)c2ccccc21	-5%	-15%	-8%	1	-8	6%	-2%	-6%	3%	2%	0%
CN1CCN(C(=O)c2cc(S(=O)(=O)Nc3ccccc3F)c(Cl)cc2Cl)CC1	1%	/	?	1	-2	6%	-28%	14%	8%	-1%	/
COc1ccc(C(=O)NCC(=O)OCC(=O)Nc2cccc(S(=O)(=O)N3CCCC3)c2)cc1	13%	/	-7%	6	-6	5%	-8%	-20%	-8%	11%	-2%
CCOc1ccccc1OCCOCCOc1ccccc1[N+](=O)[O-]	0%	-5%	1%	-10	-1	0%	1%	2%	0%	-1%	2%
CCn1c(CN2CCN(C(c3ccccc3)c3ccccc3)CC2)nc2c1c(=O)n(C)c(=O)n2C	-3%	?	-1%	5	3	-1%	/	-15%	?	-6%	-1%
COc1cc(CNC2CCCC2)cc(Cl)c1OCc1ccccc1F	5%	8%	-12%	3	21	-2%	7%	-1%	?	0%	0%
C=CCN(CC=C)C(=O)CN1C(=O)NC(Cc2c[nH]c3ccccc23)C1=O (stereo not drawn)	-1%	4%	-4%	0	-3	0%	/	2%	?	0%	/
CCC(=O)N1CCc2cc(S(=O)(=O)NCCC(=O)NCc3ccccc3OC)ccc21	5%	/	-4%	-5	5	0%	/	3%	1%	3%	6%
CCOc1ccccc1NC(=O)C1CCN(S(=O)(=O)c2c(C)nn(C)c2C)CC1	1%	0%	-8%	4	3	10%	-1%	3%	?	2%	1%
COc1ccc2nc(SCCC(=O)O)cc(C)c2c1	5%	/	9%	-5	-8	6%	-7%	-3%	?	2%	-1%
CCOc1ccccc1NC(=O)CCS(=O)(=O)c1ccc2c(c1)CC(C)N2C(C)=O (stereo not drawn)	-1%	/	5%	-11	-8	0%	/	7%	1%	2%	-4%
CCC(=O)c1cn(CC(=O)NCC2CCCO2)c2ccccc12 (stereo not drawn)	3%	1%	-7%	4	1	2%	-7%	-6%	0%	5%	0%
CC(=O)Nc1ccc(S(=O)(=O)NCC(=O)NCCCc2ccccc2)cc1	3%	0%	-2%	0	1	-1%	1%	8%	4%	1%	-1%
Cc1nc(SCCOc2ccc(F)cc2)c2ccccc2n1	9%	-2%	-8%	-7	-12	-1%	0%	0%	?	1%	0%
Cc1nc2c(C)cccc2c2c1COC2	-1%	/	1%	3	15	0%	0%	-6%	?	-1%	-1%
CC(C)C(C)NC(=O)COc1ncnc2sccc12 (stereo not drawn)	-7%	3%	-4%	1	-3	2%	1%	-3%	3%	-1%	-1%
CN(CC(=O)NC(=O)NC(C)(C)C)CC(=O)Nc1ccccc1Cl	1%	-4%	-6%	19	-4	-1%	0%	8%	-3%	1%	-14%
N#Cc1ccc(CSc2nnc(-c3ccccn3)n2-c2ccc(Cl)cc2)cc1	7%	-8%	-7%	9	-12	-3%	2%	-18%	3%	0%	-1%
Cc1cc2c(Nc3ccc(O)cc3)ncnc2s1	-1%	?	-13%	-7	73	-1%	5%	7%	?	3%	-2%
CCCCOc1ccc(-c2nnn(CCC(=O)N3CCOCC3)n2)cc1	-2%	2%	-5%	6	-14	-2%	-1%	-1%	-1%	2%	3%
N/C(Cc1ccccc1Sc1ccccc1)=N\O	-4%	-13%	/	-11	-3	-2%	6%	0%	?	5%	-2%
O=C(CCc1ccccc1)NNC(=O)c1ccccc1C(=O)O	1%	3%	/	-1	6	-1%	3%	-7%	?	-1%	1%
COc1ccc(C2NC(=O)NC(O)(C(F)(F)F)C2C(=O)c2ccc(C)cc2)cc1 (stereo not drawn)	7%	-7%	-8%	-12	1	-1%	1%	-6%	-9%	-1%	3%
O=C(Nc1nc(-c2ccccc2)cs1)Nc1ccc(F)cc1F	?	?	-10%	2	-15	-2%	20%	-11%	-4%	2%	2%
NC(=S)N/N=C/c1c(O)c(Br)cc2oc3c(c12)CCCC3	-4%	/	/	-10	-14	-9%	4%	4%	?	-1%	-2%
COc1ccccc1-c1nnc(SCC(=O)Nc2ccc(S(N)(=O)=O)cc2)n1C	-3%	-2%	2%	9	2	1%	1%	-17%	1%	-1%	1%
O=S(=O)(NCC1CCC(NS(=O)(=O)c2c(F)cccc2F)CC1)c1ccc2c(c1)OCCO2 (stereo not drawn)	-3%	/	/	/	-9&-9	-5%	/	18%&-2%	-2%&1%	0%&0%	/
CC1(C)CC(NCCN2CCN(C3=CC(=C(C#N)C#N)CC(C)(C)C3)CC2)=CC(=C(C#N)C#N)C1	-8%	0%	3%	0	-14	8%	1%	5%	8%	3%	-2%
Cn1nccc1NC(=O)CC1(CC(=O)O)CCCCC1	-2%	/	/	4	13	-1%	0%	19%	13%	2%	-2%
O=C(CN1CCCC1)N1c2ccccc2Sc2ccc(Cl)cc21	-5%	-10%	-1%	-22	-3	1%	8%[11.5 µM]	12%	-2%	-1%	-2%
O=C(COC(=O)CCC(=O)c1ccc(F)cc1)Nc1ccc(N2CCOCC2)cc1	4%	-5%	0%	-1	-13	-1%	-4%	9%	0%	-1%	3%
NC(=O)Cn1c(O)c(N=NC(=O)CNC(=O)/C=C/c2ccccc2)c2ccccc21	-9%	?	?	-5	-3	-1%	9%	3%	-1%	3%	10%
CC(=O)c1ccc(N2CCN(S(=O)(=O)c3cccc4nsnc34)CC2)cc1	0%	8%	?	0	-2	-1%	7%	-2%	?	3%	1%
CCN(c1ccccc1)S(=O)(=O)c1ccc(N2CCN(c3ccc(OC)cc3)CC2)nc1	/	/	/	4	/	2%	/	-24%	2%	4%	/
Cc1ccc(NC(=O)N/C=C/c2ccco2)c(C)c1	-2%	-7%	-2%	-2	0	-3%	-1%	20%	5%	3%	1%
CCn1c(CNC(=O)c2ccco2)nnc1SCCOc1ccccc1	-4%	0%	1%	-27	11	-4%	-4%	3%	-1%	3%	16%
COc1cccc(-n2c(COc3ccc(C)cc3)nnc2SCC(N)=O)c1	4%	1%	-1%	1	-12	3%	-2%	0%	0%	3%	1%
COc1ccc(CN(C(=O)c2ccco2)c2ccc(C)c(C)c2)cc1	?	?	14%	14	7	-11%	0%	-5%	-29%	0%	7%
CCC(CC)c1nnc(NC(=O)c2c(-c3ccccc3)noc2C)s1	?	0%[11.7 µM]	-2%	-3	-7	-5%	3%	5%	1%	2%	2%
O=C(Nc1ccc(Br)cc1)c1ccc(N2C(=O)C3CCCCC3C2=O)cc1 (stereo not drawn)	0%	?	21%	9	-5	-3%	4%	-12%	5%	3%	0%
